# Pf apPOL inh = Pf-apPOL DNA polymerase inhibition; Recombinant Pf-apPOL, molecular beacon fluorescence, 1.5 h; inhibition, % at 10 µM; actives 0.25% (n = 210,000); AID 1794808
# mHTT CaM bind = mHTT-calmodulin interaction abrogation; P42858; actives 3.6% (n = 190,000); AlphaScreen His-mHTT/GST-CaM binding, luminescence; AID 1671202; inhibition, % at 15 µM;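 note: 0% = both proteins with DMSO and 100% = one protein alone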
# Target sequence (P42858 whole entry, looked up, stated change not applied): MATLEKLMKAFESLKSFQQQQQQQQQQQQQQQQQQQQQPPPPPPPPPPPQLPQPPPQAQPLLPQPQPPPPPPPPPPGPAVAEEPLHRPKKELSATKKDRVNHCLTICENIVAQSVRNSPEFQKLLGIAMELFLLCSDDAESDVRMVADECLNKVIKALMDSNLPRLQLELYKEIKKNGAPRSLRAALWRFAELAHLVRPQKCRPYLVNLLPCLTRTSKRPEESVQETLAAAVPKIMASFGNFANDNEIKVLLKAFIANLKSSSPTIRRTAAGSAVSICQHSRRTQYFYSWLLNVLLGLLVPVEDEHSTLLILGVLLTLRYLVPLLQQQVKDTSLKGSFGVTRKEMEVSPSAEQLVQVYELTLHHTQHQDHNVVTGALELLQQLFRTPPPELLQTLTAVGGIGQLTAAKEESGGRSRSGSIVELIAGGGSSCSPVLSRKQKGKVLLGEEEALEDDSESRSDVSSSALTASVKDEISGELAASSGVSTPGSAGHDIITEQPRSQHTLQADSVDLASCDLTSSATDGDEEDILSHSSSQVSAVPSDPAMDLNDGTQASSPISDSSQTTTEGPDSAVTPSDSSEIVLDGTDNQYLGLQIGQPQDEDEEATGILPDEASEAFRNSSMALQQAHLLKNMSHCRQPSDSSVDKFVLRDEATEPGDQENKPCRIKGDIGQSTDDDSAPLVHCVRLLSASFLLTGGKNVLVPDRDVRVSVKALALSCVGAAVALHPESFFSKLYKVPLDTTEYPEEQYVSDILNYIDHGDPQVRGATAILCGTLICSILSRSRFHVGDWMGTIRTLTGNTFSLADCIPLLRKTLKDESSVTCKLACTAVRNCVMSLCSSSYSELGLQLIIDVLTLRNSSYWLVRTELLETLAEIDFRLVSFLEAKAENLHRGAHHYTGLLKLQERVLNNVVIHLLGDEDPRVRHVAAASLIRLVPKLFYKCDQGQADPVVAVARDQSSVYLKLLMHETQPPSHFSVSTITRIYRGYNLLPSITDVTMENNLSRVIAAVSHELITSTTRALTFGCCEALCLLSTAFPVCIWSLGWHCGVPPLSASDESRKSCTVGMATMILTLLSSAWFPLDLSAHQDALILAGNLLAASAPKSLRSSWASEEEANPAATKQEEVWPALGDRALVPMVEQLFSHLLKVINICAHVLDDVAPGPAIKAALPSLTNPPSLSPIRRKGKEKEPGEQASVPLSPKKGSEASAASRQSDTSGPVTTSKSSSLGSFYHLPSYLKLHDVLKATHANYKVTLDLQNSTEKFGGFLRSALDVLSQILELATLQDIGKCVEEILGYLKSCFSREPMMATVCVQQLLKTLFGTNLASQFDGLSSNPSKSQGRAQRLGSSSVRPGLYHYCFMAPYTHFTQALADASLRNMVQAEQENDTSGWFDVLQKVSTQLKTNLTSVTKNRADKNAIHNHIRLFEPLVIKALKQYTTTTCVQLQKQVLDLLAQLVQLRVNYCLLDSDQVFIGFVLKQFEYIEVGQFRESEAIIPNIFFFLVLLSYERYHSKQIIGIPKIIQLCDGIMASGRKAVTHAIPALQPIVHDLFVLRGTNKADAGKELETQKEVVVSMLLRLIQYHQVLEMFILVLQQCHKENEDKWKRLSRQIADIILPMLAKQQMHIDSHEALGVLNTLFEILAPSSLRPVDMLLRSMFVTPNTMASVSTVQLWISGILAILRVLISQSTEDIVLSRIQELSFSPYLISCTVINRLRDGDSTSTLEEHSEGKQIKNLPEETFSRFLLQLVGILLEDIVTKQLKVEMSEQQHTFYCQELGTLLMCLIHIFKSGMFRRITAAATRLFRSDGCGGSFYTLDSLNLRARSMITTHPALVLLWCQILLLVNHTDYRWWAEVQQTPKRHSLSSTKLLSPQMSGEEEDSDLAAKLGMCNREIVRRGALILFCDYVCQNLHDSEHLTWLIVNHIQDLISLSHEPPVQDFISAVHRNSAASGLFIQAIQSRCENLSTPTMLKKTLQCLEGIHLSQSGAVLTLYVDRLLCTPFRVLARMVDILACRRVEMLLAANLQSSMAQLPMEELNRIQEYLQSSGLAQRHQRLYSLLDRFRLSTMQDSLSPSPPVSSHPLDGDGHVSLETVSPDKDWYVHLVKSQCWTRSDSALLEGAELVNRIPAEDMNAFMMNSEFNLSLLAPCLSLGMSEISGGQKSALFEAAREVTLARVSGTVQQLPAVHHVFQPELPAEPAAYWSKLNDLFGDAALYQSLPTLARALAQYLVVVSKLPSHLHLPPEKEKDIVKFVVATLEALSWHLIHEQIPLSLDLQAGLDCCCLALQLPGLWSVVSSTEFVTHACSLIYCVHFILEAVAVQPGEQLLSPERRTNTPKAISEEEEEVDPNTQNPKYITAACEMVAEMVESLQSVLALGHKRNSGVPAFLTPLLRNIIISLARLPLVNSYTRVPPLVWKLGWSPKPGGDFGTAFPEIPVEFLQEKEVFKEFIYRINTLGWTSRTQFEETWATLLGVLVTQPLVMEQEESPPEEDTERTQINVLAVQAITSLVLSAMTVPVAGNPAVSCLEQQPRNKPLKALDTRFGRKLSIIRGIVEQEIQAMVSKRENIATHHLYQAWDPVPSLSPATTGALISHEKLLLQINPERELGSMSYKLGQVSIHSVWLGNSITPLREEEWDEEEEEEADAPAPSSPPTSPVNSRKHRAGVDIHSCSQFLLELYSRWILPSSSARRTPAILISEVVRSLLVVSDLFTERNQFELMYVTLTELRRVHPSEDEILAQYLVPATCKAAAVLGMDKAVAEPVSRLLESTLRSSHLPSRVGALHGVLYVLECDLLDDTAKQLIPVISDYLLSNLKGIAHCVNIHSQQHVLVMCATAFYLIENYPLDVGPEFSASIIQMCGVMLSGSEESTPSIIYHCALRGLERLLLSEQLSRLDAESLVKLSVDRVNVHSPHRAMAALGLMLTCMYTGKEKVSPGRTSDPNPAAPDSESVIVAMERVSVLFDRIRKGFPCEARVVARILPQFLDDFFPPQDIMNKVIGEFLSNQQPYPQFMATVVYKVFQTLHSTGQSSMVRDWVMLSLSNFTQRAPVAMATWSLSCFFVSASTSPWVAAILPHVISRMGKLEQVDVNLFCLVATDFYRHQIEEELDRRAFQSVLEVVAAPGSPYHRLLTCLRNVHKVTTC
# An asterisk follows results filed as active; i = inactive; x = no result given; & = joins results of further samples. Cut-off read from the data, not from the text of the source: active = inhibition above about 50%; inactive = the rest.
no.	structure	Pf apPOL inh	mHTT CaM bind
1	CCC1CCCCN1S(=O)(=O)c1ccc(C(=O)Nc2nnc(CSC)o2)cc1 (configuration not stated)	-45.0	38.0
2	O=C(Nc1nnc(-c2cccs2)o1)c1ccc(S(=O)(=O)N2CCCCC2)cc1	-9.9	6.0
3	O=[N+]([O-])c1ccc(S(=O)(=O)Nc2cccc(I)c2)cc1	-10.1	14.3
4	Cc1cccc(CNC(=O)Cc2c[nH]c3ncccc23)c1	2.6	-0.3
5	CCOC(=O)c1cc(-c2ccccc2)sc1NC(=O)CSc1nnc(-c2ccco2)o1	-6.1	x
6	CC1CN(C(=O)Nc2cccc(Cl)c2)CC1c1nc(-c2cccnc2)no1 (configuration not stated)	2.1	10.6
7	COCC(=O)N1CCN(c2nc(C3CC3)nc3sc4c(c23)CCCC4)CC1	0.3	-1.9
8	CCOc1ccccc1C1C2=C(CCCC2=O)Nc2ncnn21 (configuration not stated)	-2.2	-2.0
9	COc1ccccc1-c1coc2c3c(ccc2c1=O)OCN(C1CCCCC1)C3	-7.0	3.9
10	Cc1ccnc(N2CCC(C(=O)NCc3ccc(CN4CCCCCC4)o3)CC2)n1	9.3	-5.6
11	C=CCn1c(=N)c(C(=O)NC2CCCCC2)cc2c(=O)n3cc(C)ccc3nc21	5.4	0.0
12	Cc1nn(C)c(C)c1S(=O)(=O)N1CC=C(c2cn(C)c3ncccc23)CC1	-5.6	14.0
13	Cc1ccc(C)c(NC(=O)Cc2nnc(-c3ccc4ncccc4c3)o2)c1	5.0	6.3
14	Cc1cc(I)c2c(c1)C1C=CCC1C(C(=O)O)N2 (configuration not stated)	-3.0	80.9*
15	CCn1c(SCC(N)=O)nnc1-c1ccc2[nH]c(C)c(C)c2c1	4.0	-1.6
16	O=C(NCCCc1ccccc1)C1CCCC1	-3.2	-5.8
17	COc1ccc(C)c(N2C(=O)CC(N3CCC(C(N)=O)CC3)C2=O)c1 (configuration not stated)	1.7	1.0
18	Cc1cc(NS(=O)(=O)c2ccccc2)ccc1NS(=O)(=O)c1ccccc1	-0.3	-0.3
19	CCOc1cc(S(=O)(=O)N2CCN=C2c2ccccc2)ccc1F	6.7	-2.8
20	C=Cc1ccc(CSc2nc3c(c(=O)[nH]2)CN(CCOC)CC3)cc1	0.1	1.8
21	C[C@@H]1C(c2ccc(F)cc2)=NN(c2ccc(Br)cc2)[C@H]1C(=O)N1CCOC1=O	-8.9	-45.0
22	CC1(C)OCC2(CO1)CN(C(=O)C(=O)c1c[nH]c3ccccc13)C2	-4.6	2.8
23	O=C(CCC1CCCC1)N1CCCN(C2CCN(Cc3ccccc3)C2=O)CC1 (configuration not stated)	0.7	28.1
24	Cc1ccc(C)c(N2N=NC3C(=O)N(c4ccc(F)cc4)C(=O)C32)c1 (configuration not stated)	-1.7	30.8
25	O=C(CN1N=C(c2ccc(Cl)cc2)CCC1=O)NCCN1CCN(Cc2ccccc2)CC1	-9.9	12.0
26	CCC(=O)c1ccc2c(c1)N(CCCN(C)C)c1ccccc1S2	7.1	x
27	O=C(CSc1ccc(F)c(Cl)c1)c1ccc2c(c1)OCCO2	2.3&-1.0	x
28	CSc1ccc(CNC(=O)c2ccnc(N3CCNC(c4ccccc4)C3)c2)cc1 (configuration not stated)	-4.4	24.0
29	c1ccc(-c2csc3ncnc(N4CCNCC4)c23)cc1	-2.4	x
30	CC(=O)c1cccc(NC(=O)c2ccc(N(Cc3ccccc3)S(C)(=O)=O)cc2)c1	-4.1	14.5
31	CCN(CC)CCCNC(=O)C(C)C1CCN(S(=O)(=O)c2ccc(Cl)s2)CC1 (configuration not stated)	1.4	-3.5
32	CCC(=O)NCc1cnn(-c2ccc(C(=O)N(C)C)cc2)c1	-4.5	1.7
33	O=C(Nc1cc(C(F)(F)F)ccc1Cl)c1ccc(Br)cc1	2.2	-19.0
34	CS(=O)(=O)N1CC(C(=O)NC2CCN(Cc3ccccc3)CC2)C2(CCCCC2)C1 (configuration not stated)	6.3	17.9
35	CCC(CC)C(=O)N1CCCC(c2ccnc(-c3ccc(C)cc3)n2)C1 (configuration not stated)	-4.1	7.6
36	CN(C)S(=O)(=O)N1CCC(Oc2ccc(-n3cnnn3)cc2)CC1	-9.4	-3.6
37	Cn1c2c(c(=O)[nH]c1=O)C(c1ccc(Cl)cc1)C1=C(N2)c2ccccc2C1=O (configuration not stated)	2.1	11.4
38	Cc1ccnc(NS(=O)(=O)c2ccc(NC(=O)COc3ccc(Cl)cc3Cl)cc2)n1	-8.1	1.3
39	O=C(O)C1(c2ccc3c(c2)OCCO3)CCCC1	-6.1	-5.4
40	CSc1cccc2sc(NC(=O)c3cnccn3)nc12	7.9	-2.4

# Structures shown so far containing bromine:
no.	structure	Pf apPOL inh	mHTT CaM bind
21	C[C@@H]1C(c2ccc(F)cc2)=NN(c2ccc(Br)cc2)[C@H]1C(=O)N1CCOC1=O	-8.9	-45.0
33	O=C(Nc1cc(C(F)(F)F)ccc1Cl)c1ccc(Br)cc1	2.2	-19.0

# Following part:
no.	structure	Pf apPOL inh	mHTT CaM bind
41	O=Cc1ccc(Br)s1	x	-6.1
42	Cc1cc(N2CCNCC2)nc(-c2ccccc2O)n1	-5.1	-5.5
43	O=C(Nc1ccc2sccc2c1)c1ccc(N2C(=O)CCC2=O)cc1	-2.7	-7.6
44	COc1ccc(C2=NC(C)(C)N(CC(=O)Nc3cc(OC)cc(OC)c3)C2=O)cc1	-7.3	8.2
45	O=c1c(-c2ccccc2)coc2c(CN3CCCCCC3)c(O)ccc12	-1.0	6.4
46	Brc1cc2c(cc1Br)OCCOCCOCCOCCO2	1.2	2.0
47	CCN(CC)c1ccc(C=NCCc2ccccc2)c(O)c1	1.6	80.0*
48	COc1ccc(OC)c(C2=NOC(C(=O)NC(C)(C)C)C2)c1 (configuration not stated)	-3.0	-6.6
49	CC(C)n1cnnc1C1CCN(C(=O)c2ccoc2)CC1	2.7	-0.2
50	O=C(NCCCN1CCCC1=O)c1ccc2c(c1)NC(=O)C(N1CCOCC1)S2 (configuration not stated)	-17.3	2.0
51	N#CC(C(=O)NCc1ccco1)=C1N=C(NC(=O)c2ccc([N+](=O)[O-])cc2)c2ccccc21	-6.4	-10.3
52	CC(Oc1ccc(-c2cnc3ccccc3n2)cc1)C(=O)N1CCCCC1 (configuration not stated)	3.8	2.9
53	Cc1ccccc1C(=O)N1CCN(c2ccccc2C)C(=O)C1C (configuration not stated)	-1.4	-10.4
54	CN(CCC#N)c1ccc(C=NNC(=O)C2CCN(C(=S)NC3CC4C=CC3C4)CC2)cc1 (configuration not stated)	6.7	x
55	CC(=O)Nc1ccc(-c2noc(C3CCN(C(=O)C4CCCCC4)CC3)n2)cc1	-0.1	5.0
56	CC1CCN(CN2C(=O)C(=Nc3cccc(F)c3)c3ccccc32)CC1	-3.2	10.0
57	CCCNC(=O)c1cncc(-c2ccccc2F)c1	30.9	3.8
58	CSc1ccc(CN(CCO)CCO)cc1	-1.3	2.8
59	O=C(Nc1ccc2[nH]c(=O)[nH]c2c1)C(c1ccccc1)c1ccccc1	-3.7	10.8
60	CN(C)CCCN(C(=O)CCOc1ccccc1)c1nc2c(F)cccc2s1	-9.0	28.2
61	CCOc1nccnc1NC1CCN(S(=O)(=O)c2cnc[nH]2)CC1	-7.0	-2.8
62	O=C(O)c1cccc2cccc(S(=O)c3ccccc3CO)c12 (configuration not stated)	6.0	x
63	Cc1cccc(NS(=O)(=O)c2c[nH]c3ncccc23)c1	-0.1	3.8
64	COC(=O)c1ccc(C(=O)NCCN2CCN(C(=O)OC(C)(C)C)CC2)cc1	-2.9	-9.5

# Single records, as listed above.
# `CCCNC(=O)c1cncc(-c2ccccc2F)c1` is listed with Pf apPOL inh = 30.9; mHTT CaM bind = 3.8
# `O=C(O)c1cccc2cccc(S(=O)c3ccccc3CO)c12` (configuration not stated) is listed with Pf apPOL inh = 6.0; mHTT CaM bind = x

# Further compounds.
no.	structure	Pf apPOL inh	mHTT CaM bind
65	CCCN(C)C(=O)CC1Sc2ncccc2N(CCC)C1=O (configuration not stated)	-3.9	-3.0
66	CCC(=O)N1CCc2cc(Br)cc(S(=O)(=O)NCCN3CCCCC3CC)c21 (configuration not stated)	-4.5	-5.0
67	COc1cc(-c2ccc(O)c(O)c2)cc(=O)c2c(C)oc(C)c12	3.1	49.0
68	Cc1ccc(OCC(=O)O/N=C(\N)Cc2ccc(Cl)cc2)cc1	-0.1	i
69	COC(=O)COc1ccc2c(c1)OC(=Cc1ccc(OC)c(OC)c1)C2=O	-8.9	2.6
70	O=C(Nc1nc2nccc(-c3ccccc3)n2n1)c1ccc(F)cc1	2.2	0.0
71	COC(=O)Oc1c([N+](=O)[O-])cc2oc(=O)sc2c1[N+](=O)[O-]	-6.5	53.0*
72	COc1ccc(C2CC(c3cccs3)=NN2S(=O)(=O)c2ccc(C)cc2)cc1 (configuration not stated)	-1.0&-6.8&-6.4	-6.0&-4.0&8.4

# Entries by screen from above:
# Compounds 66 to 69 in Pf apPOL inh: -4.5, 3.1, -0.1, -8.9

# Remaining list, next part:
no.	structure	Pf apPOL inh	mHTT CaM bind
73	COCCC(=O)Nc1ccc2ncnc(N3CCCC3)c2c1	4.8	-4.3
74	COc1ccc(C=CC(=O)C=Cc2ccc(OC)cc2OC)c(OC)c1	-9.7	x
75	Cc1ccc(C)c(CN2CCCN(c3ncccc3-c3nc(C(C)C)no3)CC2)c1	2.6	-68.9
76	COc1ccc(C2SCC(=O)N2CCOc2ccccc2Cl)cc1OC (configuration not stated)	-0.8	2.0
77	COc1ccc(-c2nnc(Oc3cccc(NC(C)=O)c3)c3ccccc23)cc1	1.8	-1.0
78	CCOc1ccc(-n2c(SCC(=O)Nc3ccccc3)nc3c(c2=O)SCC3)cc1	-2.6	7.0
79	Cn1c(=O)n(CC(=O)NCc2cccnc2)c(=O)c2ccccc21	1.9	3.0
80	Cc1ccc(NC=CC(=O)c2ccc(Cl)cc2)cc1C	-12.0	-5.0
81	CC(=O)NCCOc1ccc(C)cc1Br	19.1	-7.4
82	CC(=O)NCc1cn[nH]c1-c1ccc(Cl)cc1	0.8	-2.1
83	Cc1c(Br)c(C(F)(F)F)nn1CC(N)=O	-3.2	-4.0
84	Cc1[nH]n2ncnc2c(=O)c1Cl	x	-3.9
85	C=C(C)C(C)(O)C#CCN(CC)CC (configuration not stated)	-14.8	-3.8
86	O=C(COc1ccc(/C=C2/NC(=O)N(Cc3ccc(Cl)cc3)C2=O)cc1)Nc1ccc(F)cc1	1.0	9.0
87	O=C(NCC1(O)CCc2ccccc21)C1CC=CCC1 (configuration not stated)	0.8	2.4
88	O=C1C2C(C(=O)N1c1ccc(F)cc1)C1C=CC2C12CC2 (configuration not stated)	-5.0	2.0
89	COc1ccc(-n2nc3c(c2NC(=O)c2ccccc2F)CSC3)cc1	-7.5	3.0
90	Cc1cc(=O)n2nc(N)sc2n1	x	-4.2
91	O=C(Nc1ccc(Br)cc1)N1CCCC1c1cccc(F)c1 (configuration not stated)	-3.1	-14.3
92	CC(C)(C)C(=O)N1NC(=Nc2ccccc2)SC1(C)C	1.3	x
93	O=C(O)C1OC(C(=O)O)C(C(=O)O)C1C(=O)O (configuration not stated)	x	-2.9
94	CC1CN(c2ccc([N+](=O)[O-])cc2)CCN1S(=O)(=O)Cc1ccccc1 (configuration not stated)	-1.2	-0.4
95	O=c1c2ccccc2nc(/C=C/c2ccc3c(c2)OCO3)n1CCO	12.6	1.0
96	CCCCN(CC)CCNS(=O)(=O)c1cc(Br)cc2c1N(C(=O)C1CC1)CC2	-6.2	-1.0
97	COc1cc(/C=C2\C(=O)Nc3ccc(Br)cc32)c(Cl)cc1O	-17.5	44.0
98	Cc1csc(NC(=O)c2cnc3sccn3c2=O)n1	-0.6	-11.9
99	COc1ccc(/C=C2\SC(=O)N(CC(=O)Nc3ccc(C)c(C)c3)C2=O)cc1OC	0.8	5.0
100	CCN1C(=O)NC(=O)/C(=C/c2cn(CCOc3ccccc3C)c3ccccc23)C1=O	-2.8	61.0*
101	COc1c[nH]n(-c2ccccc2)c(=O)c1=O	0.2	-4.4
102	O=C(CSc1nc2ccsc2c(=O)n1Cc1ccccn1)Nc1ccc(F)cc1	-5.3	22.0
103	Cc1occc1C(=O)C(C#N)=C(NCc1cccnc1)NCc1cccnc1	-4.1	x
104	O=C(COc1ccc(F)cc1)N1CCCC1c1nc(-c2ccc(F)cc2F)no1 (configuration not stated)	-0.7	15.6
105	N/C(=N\OC(=O)C12CC3CC(CC(C3)C1)C2)c1cccnc1	-3.1	i
106	O=C1CSC(Cc2cccs2)=N1	23.1	x
107	Cc1oc2c(CN3CCCC(C)C3)c(O)ccc2c(=O)c1-c1ccccc1 (configuration not stated)	-5.7	-4.4
108	CSc1nnc(-c2ccccc2)o1	-9.6	-2.2
109	O=C(CCC1CCCN(c2cc(NC3CC3)ncn2)C1)NCc1ccc2c(c1)OCO2 (configuration not stated)	1.4	9.5
110	O=C(NCc1cccnc1)c1ccc(-c2cccc(Cl)c2Cl)o1	-5.0	14.8
111	COc1ccc(CNC(=O)C2CCN(c3nccnc3Oc3ccccc3)CC2)c(OC)c1	-1.8	10.1
112	COc1ccc(NC(=O)c2noc3c2CCCCC3)cc1	-5.1	-9.2
113	Cc1ccccc1NC(=O)CN1C(=O)C(c2ccc(F)cc2)=NC12CCCCC2	-1.3	50.1*
114	COc1ccc(C(=O)Nc2ccc(-c3nc4ncccc4o3)cc2)cc1Cl	-3.7&0.3	3.0&-1.4
115	CC1CCN(CCC(=O)Nc2ccc3c(c2)OCO3)CC1	-7.4	1.3
116	CC(C)C(NC(=O)CC1CCN(C(=O)c2ccccc2Cl)CC1)c1cccs1 (configuration not stated)	-9.0	5.9
117	COc1ccc(S(=O)(=O)Nc2ccc3c(c2)OCCO3)cc1Br	7.8	-4.4
118	Cc1ccc(-c2noc(-c3cccnc3N3CCC(C(=O)NCc4ccco4)CC3)n2)cc1	-2.1	-0.8
119	O=C(c1sc2ccccc2c1Cl)N1CCN(c2ccc([N+](=O)[O-])cc2)CC1	-1.0	2.8

# Screening data from PubChem.
